Compound activity from PubChem.
hERG protect: hERG (human) protection from proarrhythmic block; AID 1511; Q12809; activation (rescue from dofetilide block), less the hit threshold, % at 10 µM; actives 0.51% (n = 310,000); CHO-hERG, FluxOR thallium flux, dofetilide IC70 present;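 active = activation above the mean of controls blocked by dofetilide plus 5 SD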;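 also: thallium influx through hERG after potassium depolarization seen as dye fluorescence rise; in these data hits start at about 4.7%; inactives centre near -7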
PolyA inh: inhibitors of polyadenylation in S. cerevisiae; calls only at 12 µM; S. cerevisiae SKY197-pL101 polyadenylation reporter, beta-gal luminescence; efflux-impaired pdr1/pdr3 knockout yeast; score 100 = 6 SD above DMSO; actives 0.02% (n = 300,000); AID 1875;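 active = lowest replicate activity score at least 50, where 100 means six control SD above control mean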;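 also: yeast exposed to compound for 9 h at 30 °C; higher score means more reporter readthrough which indicates perturbed polyadenylation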
HDAC3 inhib: blocks human histone deacetylase 3 | O15379 | recombinant HDAC3, fluorogenic peptide/trypsin coupled, fluorescence | inhibition, % at 8.3 µM | actives 0.15% (n = 320,000); in the data active = inhibition above about 26%, passing the limit was not always enough
Target sequence (O15379 whole entry, looked up): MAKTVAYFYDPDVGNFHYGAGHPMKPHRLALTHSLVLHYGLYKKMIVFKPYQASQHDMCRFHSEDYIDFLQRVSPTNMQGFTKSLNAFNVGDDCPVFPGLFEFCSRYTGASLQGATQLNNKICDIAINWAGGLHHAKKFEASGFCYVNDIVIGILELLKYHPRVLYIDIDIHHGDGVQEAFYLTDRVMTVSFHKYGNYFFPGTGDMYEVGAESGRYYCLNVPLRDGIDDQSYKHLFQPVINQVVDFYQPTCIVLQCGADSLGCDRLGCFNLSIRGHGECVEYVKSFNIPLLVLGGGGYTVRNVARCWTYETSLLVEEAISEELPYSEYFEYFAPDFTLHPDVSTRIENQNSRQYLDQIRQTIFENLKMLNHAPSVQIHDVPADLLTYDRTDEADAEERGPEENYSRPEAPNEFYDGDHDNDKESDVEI
GSK3 alpha inh: inhibitors of human GSK-3 alpha kinase; P49840; ADP-Glo luminescence, 60 min; inhibition, % at 10 µM; actives 0.1% (n = 320,000);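 in the data active = inhibition above about 50%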;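 also: GST-tagged GSK-3 alpha with peptide substrate and 25 µM ATP; 0% = DMSO neutral wells and 100% = GW8510 positive control wells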
Target sequence (P49840 whole entry, looked up): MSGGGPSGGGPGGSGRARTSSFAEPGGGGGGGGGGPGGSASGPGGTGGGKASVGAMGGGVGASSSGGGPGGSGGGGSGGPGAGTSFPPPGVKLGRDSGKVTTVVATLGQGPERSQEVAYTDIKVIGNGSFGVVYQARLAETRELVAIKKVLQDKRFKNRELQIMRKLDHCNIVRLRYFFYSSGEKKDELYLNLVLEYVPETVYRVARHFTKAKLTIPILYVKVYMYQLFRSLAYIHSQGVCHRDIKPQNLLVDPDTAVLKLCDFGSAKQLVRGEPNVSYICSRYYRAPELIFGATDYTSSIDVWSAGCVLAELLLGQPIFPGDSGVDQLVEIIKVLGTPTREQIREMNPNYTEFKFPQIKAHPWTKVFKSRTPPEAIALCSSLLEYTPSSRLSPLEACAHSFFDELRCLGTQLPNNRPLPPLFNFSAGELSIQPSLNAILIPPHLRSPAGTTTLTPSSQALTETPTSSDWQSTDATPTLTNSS
Dyrk1A ADPGlo: inhibitors of rat Dyrk1A kinase; Q63470; ADP-Glo luminescence, NFATc1 peptide; inhibition, % at 12.5 µM; actives 0.43% (n = 310,000); in the data active = inhibition above about 50%;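 also: plate controls were vehicle with enzyme for no effect and no enzyme for full effect; many of its hits are not listed in these tables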
RGS4 act: potentiators or activators of RGS4. HEK293 M3R/inducible RGS4, carbachol calcium flux Fluo4; active compounds read low. B-score at 10 µM. actives 0.92% (n = 310,000);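 active = B-score of the integrated calcium signal more than 4 SD below the library mean, with starting fluorescence not abnormally high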;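 also: negative B-score means reduced calcium response which marks RGS4 activation or potentiation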
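Also added: carbachol at ECmax as muscarinic agonist stimulus; Assay system: HEK293 cells with stable M3R and inducible RGS4; Timing: overnight RGS4 induction, 30 min dye load 37 °C, 20 min compound RT; Measured by: Fluo4-AM (2 µM) calcium-flux fluorescence, kinetic read.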
GSK3B inh: human GSK3beta kinase inhibition. P49841. GST-GSK3beta kinase, ADP-Glo luminescence, 60 min; active compounds read low. activity score (negative = inhibition), % at 10 µM. actives 0.038% (n = 300,000). AID 2097;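 active = more than half of replicate wells score below -50%, meaning over 50% inhibition versus plate controls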;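 also: 0% = median DMSO wells and -100% = median GW8510 positive control wells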
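Assay system: GST-fused GSK3beta enzyme, cell-free / Medium: Tris pH 7.5 buffer with MgCl2, DTT, BSA, heparin / Also added: peptide substrate plus 25 µM ATP (final) / Compound: 10 µM single point / Timing: kinase reaction with compound 60 min at room temperature / Detection: ADP-Glo luminescence / Benchmarks: DMSO neutral wells and GW8510 at 20 µM as positive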
KCNK9 block: blocks the human KCNK9 two-pore domain potassium channel; Q9NPC2; HEK293 KCNK9, FluxOR thallium flux fluorescence; active compounds read low; B-score at 10 µM; actives 1.2% (n = 310,000); AID 488922;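 active = ratio B-score over 3 SD below the library mean, with starting fluorescence within 5 SD of its mean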;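 also: negative B-score means less thallium flux so channel inhibition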
KCNQ1 pot: potentiators or activators of human KCNQ1 potassium channel | CHO-K1 KCNQ1, thallium flux FluxOR fluorescence; active compounds read high | actives 0.35% (n = 310,000) | AID 2648 | P51787 | B-score at 10 µM;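 active = fluorescence ratio B-score, a plate-corrected score, at least three library SD, with initial intensity B-score within 5 SD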
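System: CHO-K1 cells stably expressing KCNQ1 / Medium: assay buffer for compound exposure, DMSO matched across wells / Reagent: thallium- and potassium-containing depolarizing buffer / Compound: one concentration, matched DMSO / Incubation: 20 min compound pretreatment at room temperature / Measured by: kinetic FluxOR fluorescence, 10 s baseline plus 110 s post-stimulus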
KCNK3 inh: human KCNK3 channel inhibition, primary screen; O14649; CHO-KCNK3 thallium flux, FluxOR fluorescence; active compounds read low; B-score at 10 µM; actives 0.84% (n = 340,000); AID 602410;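 active = B-score under library mean minus 4 SD, starting fluorescence ratio at most library mean plus 5 SD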;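 also: more negative B-score means stronger inhibition of thallium flux through KCNK3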
KCNQ1 inh: blocks the human KCNQ1 potassium channel; CHO-K1 KCNQ1, FluxOR thallium flux fluorescence; active compounds read high; B-score at 10 µM; actives 1.3% (n = 310,000);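 active = compounds whose thallium flux B-score, printed positive for inhibition, exceeds three library SD while starting fluorescence stays within three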;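 also: channel opened by potassium depolarization with thallium stimulus after 20 min compound exposure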
Active calls of the source: *; i = inactive; . = no result given. Only part of the results is shown. The share of hits here may be higher or lower than overall.

SMILES	hERG protect	PolyA inh	HDAC3 inhib	GSK3 alpha inh	Dyrk1A ADPGlo	RGS4 act	GSK3B inh	KCNK9 block	KCNQ1 pot	KCNK3 inh	KCNQ1 inh
Cc1cccc(N2CCN(c3nc4nonc4nc3N3CCSCC3)CC2)n1	-3	i	2	-4	1	i	0	i	i	i	i
CCOc1cccc2cc(-c3nnc(NCc4ccc5c(c4)OCO5)s3)c(=O)oc12	-5	i	-4	-1	1	i	4	i	i	i	i
O=C(Nc1ccccc1NC(=O)c1ccc(F)cc1)c1ccc(F)cc1	-7	i	-5	-3	0	i	2	i	i	i	i
CCC1CCCCN1Cc1c(O)ccc2c(=O)c(-c3ccccc3)coc12 (centres undefined)	-11	i	-21	1	11	i	5	i	i	i	i
COc1cc(/C=N/NC(=O)Cn2ccc(C(F)(F)F)n2)cc(OC)c1OC	-4	i	0	.	0	i	-1	i	i	i	i
CC/C(Cc1ccccc1)=N\NC(=O)c1cc([N+](=O)[O-])cc([N+](=O)[O-])c1	-3	i	8	2	-1	i	0	i	i	i	i
CCCCn1c(SCC(=O)Nc2nnc(C)s2)nnc1-c1ccoc1C	-5	i	2	0	-4	i	2	i	i	i	i
Cc1ccccc1NC(=O)COC(=O)CCc1ccccc1	-4	i	-3	1	-4	i	1	i	i	i	i
O=C1C2CC=CCC2C(=O)N1c1ccc(N2CCN(c3ccccn3)CC2)c([N+](=O)[O-])c1 (centres undefined)	-9	i	3	-3	7	i	-1	i	i	i	i
CC1CN(C(=S)Nc2cccc(F)c2)CC(C)O1 (centres undefined)	-5	i	4	0	-1	i	-1	i	i	i	i
CC(=O)c1c(C)[nH]c(C(=O)OCC(=O)Nc2cccc(S(=O)(=O)N(C)C)c2)c1C	-26	i	-2	0	-3	i	3	i	i	i	i
CCOc1cc(C(=O)Nc2c(C)ccc3nsnc23)cc(OCC)c1OCC	-9	i	2	-2	0	i	-1	i	i	i	i
Cn1cccc1/C=N/NC(=O)CNc1cccc2ccccc12	-8	i	-1	-1	.	i	7	i	i	i	i
Cc1ccc(-c2nnc(Nc3ccc(CC(N)=O)cc3)c3ccccc23)cc1S(N)(=O)=O	-10	i	-8	1	2	i	2	i	i	i	i
OCCNc1cc(-n2nc(-c3ccccc3)cc2-c2ccccc2)ncn1	-26	i	-7	2	4	i	1	i	i	i	i
CCNS(=O)(=O)c1ccc(S(=O)(=O)N(Cc2ccccn2)C2CCCCC2)cc1	-4	i	1	0	-6	i	-5	i	i	i	i
Cc1cccc(N2CCN(c3nnc(C(F)(F)F)s3)CC2)c1	-7	i	-1	-1	.	i	5	i	i	i	i
CCn1ncc(C2=NOC(C(=O)Nc3c(C)nn(Cc4ccc(F)cc4)c3C)C2)c1C (centres undefined)	-11	i	3	-1	1	i	-1	i	i	i	i
CCN(Cc1cc2ccccc2[nH]c1=O)C(=O)C1CCCCC1	-9	i	3	4	5	i	0	i	i	i	i
Nc1cc(=O)[nH]c(=O)n1Cc1ccccc1	0	i	3	-2	6	i	-6	i	i	i	i
CCOc1ccc(C(C)NC(=O)Nc2ccccc2C(=O)OC)cc1 (centres undefined)	-11	i	5	-2	-5	i	-1	i	i	i	i
Cc1ccc(N2C(=O)[C@@H]3[C@H](C2=O)C2c4ccccc4C=NN2[C@@H]3C(=O)c2ccc(Cl)cc2)cc1 (some centres undefined)	-7	i	-4	-1	-1	i	-2	i	i	i	i
COCCNC(=O)c1ccccc1NC(=O)c1ccccc1N(C)S(=O)(=O)c1ccc(C)cc1	-8	i	-12	0	3	i	2	i	i	i	i
COP(=O)(OC)C(Nc1ccc(Cl)cc1)c1ccccc1 (centres undefined)	-10	i	0	2	-3	i	3	i	i	i	i
CC(C)OCCCNS(=O)(=O)c1ccc2c(c1)oc(=O)n2C	-8	i	.	-1	0	i	4	i	i	i	i
(next part)
SMILES	hERG protect	PolyA inh	HDAC3 inhib	GSK3 alpha inh	Dyrk1A ADPGlo	RGS4 act	GSK3B inh	KCNK9 block	KCNQ1 pot	KCNK3 inh	KCNQ1 inh
O=C1N/C(=C\c2nc3ccccc3s2)c2ccccc21	3	.	3	-2	.	i	-1	i	i	.	i
COc1ccc(/C=C(\NC(=O)c2ccc(OC)cc2)C(=O)Nc2ccccc2C(=O)O)cc1	-6	i	4	-4	-3	i	0	i	i	i	i
O=C(C1CCCN(S(=O)(=O)c2cccs2)C1)N1CCc2ccccc2C1 (centres undefined)	-10	i	0	-2	-12	i	4	i	i	i	i
C=CCC1(N(C(C)=O)c2ccccc2)CCCCC1	-12	i	4	1	-5	i	1	i	i	i	i
COc1ccc(N/C(C)=C/C(=O)c2ccccc2)cc1	-2	i	5	-1	-2	i	1	i	i	i	i
CCOc1ccc(C2=NNC(c3cccs3)=Nc3ccc(OC)cc32)cc1	-4	i	4	-2	-2	i	3	i	i	i	i
CC1=C(C(=O)N2CCOCC2)C(c2ccc(-c3ccccc3)cc2)NC(=S)N1 (centres undefined)	-6	i	2	1	2	i	2	i	i	i	i
COc1ccc(CNc2ccc3c(c2)CCC3)cc1OC	1	i	3	-1	.	i	1	i	i	.	i
Cc1onc(-c2ccccc2Cl)c1C(=O)N(C)Cc1ccccc1	-10	i	13	-2	2	i	4	i	i	i	i
Cc1ccc(C(C)C)c(OCC(=O)Nn2c(=O)[nH]c3ccccc3c2=O)c1	-6	i	-3	-2	2	i	1	i	i	i	i
C/C(=N\NC(=O)c1nnn(-c2nonc2N)c1CN1CCCCC1)c1ccccc1O	-8	i	0	17	1	i	-22	i	i	i	i
Cc1ccc(-c2nn(C)c(=O)c3ccccc23)cc1S(=O)(=O)NCCN1CCOCC1	-10	i	-1	0	-2	i	0	i	i	i	i
O=C(Cn1nc(C(F)(F)F)c2c1CCCC2)Nc1ccc2c(c1)OCO2	-7	i	1	-1	3	i	0	i	i	i	i
CS(=O)(=O)N(CC(=O)N1CCN(Cc2ccccc2)CC1)c1ccccc1Br	-6	i	-1	1	4	i	-2	i	i	i	i
Cc1cc(C)n(CC(C)(O)c2ccccc2)n1 (centres undefined)	-7	i	11	1	9	i	0	i	i	i	i
Cn1c(=O)c2c(nc(N3CCCC3)n2CC(O)CO)n(C)c1=O (centres undefined)	-4	i	11	-1	1	i	2	i	i	i	i
O=C(Nn1nnnc1Nc1ccccc1)C12CC3CC(CC(C3)C1)C2	-10	i	2	-2	1	i	3	i	i	i	i
O=C(c1ccc(Br)o1)N1CCN(c2ccccn2)CC1	-25	i	-4	1	4	i	-1	i	i	i	i
CCCCCn1c(CN2CCCCC2C)nc2c1c(=O)n(C)c(=O)n2C (centres undefined)	-10	i	-6	-2	1	i	4	i	i	i	i
CC(C)C1C2=C(CC(C)(C)CC2=O)ON1c1ccccc1 (centres undefined)	-8	i	11	-2	-15	i	0	i	i	i	i
N#CC(C#N)=Cc1cnc(N2CCN(c3ccccc3)CC2)s1	-4	i	-3	-1	2	i	0	i	i	i	i
Cc1cc(/C=C2\C(=N)N3C(SCc4ccccc4)=NSC3=NC2=O)c(C)n1Cc1ccccc1	-5	i	-9	-2	2	i	-6	i	i	i	i
NS(=O)(=O)c1ccc(NC(=S)NC(=O)c2cccnc2)cc1	-5	i	8	0	-2	i	0	i	i	i	i
O=[N+]([O-])c1ccc(S(=O)(=O)NCC2CC3CCC2C3)cc1 (centres undefined)	-3	i	1	0	-6	i	1	i	i	i	7*
CCCCNC(=O)Nc1cc(C(=O)OC)ccc1C	-5	i	-1	2	-3	i	-1	i	i	i	i
(next part)
SMILES	hERG protect	PolyA inh	HDAC3 inhib	GSK3 alpha inh	Dyrk1A ADPGlo	RGS4 act	GSK3B inh	KCNK9 block	KCNQ1 pot	KCNK3 inh	KCNQ1 inh
O=C(/C=C/c1cccs1)Nc1ccncc1	-2	i	15	2	31	i	-7	i	i	i	i
CCc1cc(=O)[nH]c(-n2[nH]c(-c3ccccc3)cc2=O)n1	-6	i	7	-1	-3	i	0	i	i	i	i
COc1ccc(S(=O)(=O)N2CCCOC2CNC(=O)C(=O)NC2CCCC2)cc1 (centres undefined)	-3	i	-4	-1	-2	i	0	i	i	i	i
CCc1nnc(NC(=O)CSc2nnc(-c3ccccc3O)o2)s1	-4	i	-3	-5	-16	i	2	i	i	i	i
Cc1cc2cc(CCNC(=O)C(C)C)c(=O)[nH]c2cc1C	-8	i	8	0	-2	i	3	i	i	i	i
O=C(CSc1nc2sc3c(c2c(=O)n1-c1ccccc1)CCCC3)N/N=C/c1ccc(C(=O)O)cc1	-5	i	-2	-2	-4	i	2	i	i	i	i
Cc1ccc(C(=O)NC2CCN(CCCC(=O)c3ccc(F)cc3)CC2)cc1	-10	i	1	-2	-6	i	-2	i	i	i	i
Cc1nc(-c2cccc(NC(=O)C3CCCCC3)c2)cs1	-9	i	-3	-2	5	i	0	i	i	i	i

6 entries picked at random from those above:
SMILES	hERG protect	PolyA inh	HDAC3 inhib	GSK3 alpha inh	Dyrk1A ADPGlo	RGS4 act	GSK3B inh	KCNK9 block	KCNQ1 pot	KCNK3 inh	KCNQ1 inh
COc1ccc(S(=O)(=O)N2CCCOC2CNC(=O)C(=O)NC2CCCC2)cc1 (centres undefined)	-3	i	-4	-1	-2	i	0	i	i	i	i
O=C(CSc1nc2sc3c(c2c(=O)n1-c1ccccc1)CCCC3)N/N=C/c1ccc(C(=O)O)cc1	-5	i	-2	-2	-4	i	2	i	i	i	i
CCc1cc(=O)[nH]c(-n2[nH]c(-c3ccccc3)cc2=O)n1	-6	i	7	-1	-3	i	0	i	i	i	i
Cc1cc2cc(CCNC(=O)C(C)C)c(=O)[nH]c2cc1C	-8	i	8	0	-2	i	3	i	i	i	i
Cc1ccc(C(=O)NC2CCN(CCCC(=O)c3ccc(F)cc3)CC2)cc1	-10	i	1	-2	-6	i	-2	i	i	i	i
Cc1nc(-c2cccc(NC(=O)C3CCCCC3)c2)cs1	-9	i	-3	-2	5	i	0	i	i	i	i
